# HCV inhibitor: inhibitors of hepatitis C virus infection; Potency, µM (doses to about 41.8 µM), for inactives: top-dose activity change, negative = inhibition, most hits filed as inhibitors; 340,000 tested, 3.4% active; Huh7.5.1 HCVcc-Cre infection, luciferase reporter, 44 h; further: potency means the concentration at half of the fitted maximal effect; on the % scale 0 is the no-effect control and ±100 the full control effect
#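 1,000 cells/well; 4 h culture; + compound; + HCVcc-Cre (~0.5 moi); 44 h; luciferase substrate, RT 15 min; read 15 sec.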
# Pf growth 48h: inhibits P. falciparum growth in the first generation, 48 h; P. falciparum luciferase growth in erythrocytes, 48 h; Potency, µM (titrated, usually from 28.7 µM), for the others: at the highest dose activity change, negative = inhibition, hits mostly inhibitors; 310,000 tested, 5.9% active; further: potency means the concentration at half of the fitted maximal effect; on the % scale 0 is the no-effect control and ±100 the full control effect
#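 Compounds are pin-transferred into medium, infected erythrocytes (2% hematocrit, 0.1% parasitemia final) are added, and plates sit one parasite generation at 37 C in 5% CO2. Detection reagent is then added and luminescence measured.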
# CHX counter: counter-screen hit for Shiga toxin inhibitors, cycloheximide. AID 2314. max response, %. 300,000 tested, 12% active. cell reporter, cycloheximide protein synthesis inhibition counterscreen; in the data active means max response mostly above about 13%, no sharp cut-off; inactive means mostly below about 14%; further: read at 38.3 µM for the half of the compounds with a filed dose; 0% is about no effect
# Pf growth 96h: P. falciparum growth inhibition at 96 hours. 320,000 tested, 6.9% active. AID 504834. Potency, µM (highest dose often 28.7 µM), without a hit: at the highest dose activity change, negative = inhibition, usual class: inhibitors. P. falciparum luciferase reporter growth, 96 h; further: potency means the concentration at half of the fitted maximal effect; on the % scale 0 is the no-effect control and ±100 the full control effect
#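 Plates of compound plus infected erythrocytes (2% hematocrit, 0.05% parasitemia final) incubate 96 hours, 37 C, 5% CO2. Detection reagent added; reduced luminescence from the parasites' luciferase reporter flags inhibition.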
# Tb PYK inh: inhibitors of Trypanosoma brucei pyruvate kinase; Q57TT1; TbPYK enzyme, Kinase-Glo Plus ATP luminescence, 45 min; Potency, µM (titrated, usually from 76.8 µM), for the others: at the top dose activity, negative = inhibition, hits mostly inhibitors; 410,000 tested, 0.12% active; further: potency means the concentration at half of the fitted maximal effect; on the % scale 0 is the no-effect control and ±100 the full control effect; nearly all actives have a fitted effect of over 50% in size
#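 In this concentration-response screen, enzyme-free wells defined baseline while DMSO plates tracked drift. Each reaction combined TbPYK, substrate, compound and 130 uM ADP for 45 min at room temperature. Kinase-Glo Plus luminescence gave the signal.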
# Shiga toxin inh: Shiga toxin inhibition. 290,000 tested, 9.2% active. inhibition, % at 38.7 µM. AID 2315. Vero cells, Shiga toxin protein synthesis inhibition reporter; in the data active means inhibition mostly above about 28%, no sharp cut-off; inactive means mostly below about 43%; further: 0% is about no effect
# LmPK inh: blocks Leishmania mexicana pyruvate kinase activity; purified LmPK, Kinase-Glo ATP luminescence, 1 h; Q27686; AID 1721; Potency, µM (highest dose often 57.5 µM), without a hit: at the highest dose activity change, negative = inhibition, most hits filed as inhibitors; 290,000 tested, 0.37% active; further: potency means the concentration at half of the fitted maximal effect; on the % scale 0 is the no-effect control and ±100 the full control effect
# Target sequence (Q27686 whole entry, looked up): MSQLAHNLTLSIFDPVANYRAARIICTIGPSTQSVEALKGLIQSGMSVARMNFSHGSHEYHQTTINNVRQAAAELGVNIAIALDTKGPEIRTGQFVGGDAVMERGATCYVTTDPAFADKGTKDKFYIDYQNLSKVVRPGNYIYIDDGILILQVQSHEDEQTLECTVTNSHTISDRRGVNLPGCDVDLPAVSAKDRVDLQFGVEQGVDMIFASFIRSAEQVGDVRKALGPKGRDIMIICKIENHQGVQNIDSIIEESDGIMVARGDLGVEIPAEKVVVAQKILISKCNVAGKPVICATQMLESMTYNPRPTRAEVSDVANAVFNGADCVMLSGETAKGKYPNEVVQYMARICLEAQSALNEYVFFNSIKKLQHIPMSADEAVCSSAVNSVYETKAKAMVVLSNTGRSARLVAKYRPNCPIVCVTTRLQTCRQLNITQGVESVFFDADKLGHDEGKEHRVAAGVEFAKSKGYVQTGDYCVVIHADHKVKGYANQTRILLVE
#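 Purified LmPK (0.1 nM) converted ADP (0.1 mM) to ATP with PEP (0.5 mM) in imidazole buffer pH 7.2 with KCl and MgCl2, 1 h at room temperature. ATP was read by Kinase-Glo luminescence; data normalized to uninhibited and no-enzyme controls.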
# Numbers without * were called inactive; i = inactive; ? = inconclusive; nt = not tested or not shown; & = joins results of further samples; [ ] = remark or other dose. Unless noted, the call rests on the fitted dose curve; in most records, active means well fitted curve in the direction sought with a large enough effect; inconclusive means small, poorly fitted or top-dose-only effect, or another doubt; inactive means no such curve, though single readings can be large; an effect the other way counts as inactive or inconclusive.
Compound	HCV inhibitor	Pf growth 48h	CHX counter	Pf growth 96h	Tb PYK inh	Shiga toxin inh	LmPK inh
COc1cccc(-c2ccc(C#N)c(=O)[nH]2)c1	9%	20%	3	47%[activator]	0%	-6	-1%
COc1ccc(NC(=O)CSCC(=O)N(C)Cc2cccc(OC)c2OC)cc1	-18%	4%	nt	0%	4%	nt	nt
O=C(O)CSc1ncnc2sc3c(c12)CCCC3	19%	45%[activator]	-1	-11%	7%	9	-10%
Cc1ccc(S(=O)(=O)N2CCN(C(=O)C3CCCCC3)CC2)cc1	18%	nt	-3	?	1%	-12	14%
O=C(c1nc2ccc(Cl)cn2c1CN1CCC(O)CC1)N1CCc2ccccc2C1	11%	?	-2	-24%	7%	-9	-5%
Cc1ccc(C(=O)c2ccc(O)cc2)cc1C	-9%	28%	18*	-15%	2%	52	0%
C=CCN(c1ccccc1)S(=O)(=O)c1ccc(Cl)c(C(=O)OCC(=O)c2[nH]c(C)c(C(C)=O)c2C)c1	?	-23%	-1	-24%	-4%	-7	0%
COC(=O)CSc1nnc(CNC(=O)c2ccccc2F)n1-c1ccc(F)cc1	-13%	26%	-3	28%	-2%	-8	5%
CS(=O)(=O)N(CC(=O)N1CCCCC1)c1ccc2c(c1)OCO2	18%	15%	-1	-14%	-5%	-1	-3%
CC(=O)N1CCc2[nH]c3ccc(C)cc3c2C1	-18%	5%	1	23%	-19%	4	-7%
O=C(CSc1ccc(-c2ccccn2)nn1)N1CCCC1	0%	20%	25*	-10%	?	43	2%
CC(=O)c1cccc(NC(=O)C(C)OC(=O)c2ccc(-n3cnnn3)cc2)c1 (configuration not stated)	?	10µM*	nt	12µM*	-13%	nt	nt
Cc1nnc(C)c2c(C)n(C(C)c3ccccc3)c(C)c12 (configuration not stated)	10µM*	8.3µM*	-1	-8%	-2%	-19	-1%
Cc1nc2ccc(NS(=O)(=O)c3ccc(F)cc3F)cc2s1	?	4%	nt	-13%	1%	nt	nt
CCOC(=O)c1c(-c2ccc(C)cc2)csc1NC(=O)C1CCCO1 (configuration not stated)	11µM*	?	6	9.3µM*	2%	14	3%
O=[N+]([O-])c1ccc(/C=N/N2CCCCC2)cc1	-2%	148%[activator]	34*	169%[activator]	1%	128*	-1%
COCCN(C(=O)COC(=O)c1ccc(C)o1)c1c(N)n(Cc2ccccc2)c(=O)[nH]c1=O	4%	?	nt	17%	5%	nt	nt
Cc1ccc(OCC(=O)NNC(=O)C2CCN(c3ncnc4sc(C)c(C)c34)CC2)cc1	2%	?	nt	?	-1%	nt	nt
CC(=O)Nc1cccc(NS(=O)(=O)c2cccc3nsnc23)c1	6%	8%	-1	-32%	0%	-3	-6%
CCOc1ccc(C(=O)NCC(=O)OCC(=O)Nc2ccc(C)c(S(=O)(=O)N(C)C)c2)cc1	6%	11%	-1	4%	4%	-5	2%
Cc1cc(=O)oc2cc(OC(=O)CCN3C(=O)c4ccccc4C3=O)ccc12	21%	23%	3	?	-6%	1	6%
CCn1c(CCC(=O)O)nc2cc(S(=O)(=O)N(C)C)ccc21	-3%	12%	-2	0%	-4%	-12	1%
Cc1cccc(NC(=O)C2C(c3ccccc3)C2(Cl)Cl)c1C (configuration not stated)	18%	34%[activator]	8	22%	-3%	3	5%
O=C1c2ccccc2-c2c1cccc2C(=O)N(CCO)CCO	5%	1%	-4	-17%	3%	1	0%
CCCCC[C@]12Cc3cc(OC)c(OC)cc3C(O1)c1c(cc(C)n(-c3ccccc3)c1=O)O2	nt	?	1	36%[activator][5.75 µM]	nt	i	-6%[11.5 µM]
O=C(OCCN1CCN(C2=NS(=O)(=O)c3ccccc32)CC1)c1cccc(Br)c1	?	4%	-3	5%	-9%	-25	-8%
CC(CN1CCOCC1)OC(=O)c1ccc(Br)cc1 (configuration not stated)	-14%	?	13	?	7%	-6	0%
COc1ccccc1C(=O)C1CCCN(C(=O)c2ccccn2)C1 (configuration not stated)	-13%	17%	7	?	2%	2	3%
CCC1=C2CC[C@H]3C(=O)N(C)C(=O)[C@H]3[C@H]2[C@@]2(Cc3ccccc3)C(=NCCOC)OC(=O)N2C1=O	15%	37%[activator]	-5	40%[activator]	-1%	-2	0%
CNC(=S)N1CCN(C(=O)C2CCCO2)CC1 (configuration not stated)	-11%	7%	-3	-16%	0%	19	3%

# An excerpt from above, reduced to LmPK inh:
smiles	LmPK inh
CCOc1ccc(C(=O)NCC(=O)OCC(=O)Nc2ccc(C)c(S(=O)(=O)N(C)C)c2)cc1	2%
CNC(=S)N1CCN(C(=O)C2CCCO2)CC1 (configuration not stated)	3%

# Further results.
Compound	HCV inhibitor	Pf growth 48h	CHX counter	Pf growth 96h	Tb PYK inh	Shiga toxin inh	LmPK inh
N#Cc1nc(N)nc(N(c2ccccc2)c2ccccc2)n1	-20%	?	2	20%	2%	-4	2%
Cc1[nH]c2ccccc2c1SCC(=O)Nc1nccs1	4%	19%	30*	34%[activator]	-1%	64*	-2%
CN(C)CCNC(=O)c1nn(C)c2c1CCc1ccccc1-2	-18%	17%	-3	?	-1%	15	6%
COc1ccc(N(CC2CO2)S(=O)(=O)c2ccccc2)cc1 (configuration not stated)	10%	6%	10	-20%	-2%	-15	-1%
O=C(Nc1ncccc1O)c1ccc2ccccc2c1	-1%	-4%	8	?	-15%	-20	-7%
COc1cccc(CN(C)C(=O)C23CC4CC(CC(NC(C)=O)(C4)C2)C3)c1OC	9%	-15%	-3	?	1%	-18	-6%
CCOC(=O)c1ccc(N(CC(=O)NC2CCCCC2)C(=O)CNC(=O)c2ccco2)cc1	8%	?	-2	5%	1%	-9	0%
Cn1nc(-c2ccccc2)cc1NS(=O)(=O)c1ccc(C#N)cc1	15%	2%	-3	-2%	2%	6	2%
CCOc1ccc(Nc2nc(N)c([N+](=O)[O-])c(NCc3ccccc3)n2)cc1	1%	5.2µM*	19*	?	-2%	34	2%
CCC(C)n1c(S(=O)(=O)O)nc2ccccc21 (configuration not stated)	19%	nt	1	-10%	4%	-6	-4%
c1ccc(Cn2c(-c3ccco3)nc3nc4ccccc4nc32)cc1	?	-34%	28*	13%	8%	60	?
COc1ncnc(OC)c1S(=O)(=O)Nc1ccc(C(F)(F)F)cc1	17%	-8%	-7	-6%	-4%	-12	-1%
COc1cc(/C=N/Nc2ccccn2)ccc1O	-23%	90%[activator]	49*	28%	-14%	74*	-2%
Cc1cc(C)c(NC(=O)CCCC(=O)O)c(Cl)c1	6%	-6%	-1	nt	-14%	-6	-2%
CN(Cc1cc2cc(F)ccc2[nH]1)Cc1nc(-c2cnccn2)no1	7%	0%	-1	?	?	-5	-1%

# Nothing new here: entries from further up.
Compound	HCV inhibitor	Pf growth 48h	CHX counter	Pf growth 96h	Tb PYK inh	Shiga toxin inh	LmPK inh
COc1cccc(-c2ccc(C#N)c(=O)[nH]2)c1	9%	20%	3	47%[activator]	0%	-6	-1%
COc1ccc(NC(=O)CSCC(=O)N(C)Cc2cccc(OC)c2OC)cc1	-18%	4%	nt	0%	4%	nt	nt

# Next section
Compound	HCV inhibitor	Pf growth 48h	CHX counter	Pf growth 96h	Tb PYK inh	Shiga toxin inh	LmPK inh
Cc1ccc2c(CC(=O)N3CCN(S(=O)(=O)c4cccs4)CC3)coc2c1	-2%	-13%	-2	nt	-7%	15	3%
O=C(CNC(=O)c1ccc2ccccc2c1)Nc1ncccc1O	6%	96%[activator]	nt	127%[activator]	1%	nt	nt
CCCN(C(=O)c1c(-c2ccccc2)noc1C)c1c(N)n(Cc2ccccc2)c(=O)[nH]c1=O	5%	?	nt	?	0%	nt	nt
CCN(CC)c1ccc(/C=C2/C(=O)NC(=O)N(CC3CCCO3)C2=O)cc1 (configuration not stated)	?	34%[activator]	2	96%[activator]	-27%	-6	-7%
CCOc1ccc(S(=O)(=O)N(CC)CC(=O)NCc2ccncc2)cc1	7%	-12%	1	-25%	0%	-9	4%
CS(=O)(=O)N1CC(C(=O)NC2CCCC2)Oc2ccc(Cl)cc21 (configuration not stated)	8%	?	-3	39%[activator]	3%	-7	6%
COc1cccc(CN2CCN(c3nc4nonc4nc3N3CCCCC3)CC2=O)c1	4%	?	1	?	3%	-6	9%
N#Cc1cccc(NC(=O)COC(=O)CCc2ccc(S(=O)(=O)N3CCOCC3)cc2)c1	2%	3%	nt	?	-10%	nt	nt
Nc1cccnc1Oc1ccc(F)cc1F	16%	?	1	30%	3%	-3	3%
COc1ccc(NS(=O)(=O)c2cccc(NC(=O)C3=NN(c4ccccc4)C(=O)CC3)c2)cc1	-14%	?	15	7.4µM*	11%	-12	3%
CC1(C)CC(=O)C=C(NCCN2CCN(C(=O)Cc3ccc(Cl)cc3)CC2)C1	22%	?	0	nt	0%	22	-2%
COc1ccc(CCNC(=O)Cn2nnc(-c3cccs3)n2)cc1OC	4%	4%	-3	0%	-5%	-15	1%
CCOc1ccc(OCC)c(S(=O)(=O)NNC(=O)c2c(C)nc3ccccn23)c1	12%	19%	-2	3%	3%	-13	4%
CC(C)(C)N(Cc1ccccc1)C(=O)c1ccc2c(c1)OCCO2	-28%	-30%	2	-7%[5.75 µM]	1%	45	4%
COc1ccccc1C1CCN(c2ccc(CO)cc2[N+](=O)[O-])CC1	?	125%[activator]	14*	4%	3%	18	0%
O=C(COc1ccccc1)Nc1nnc(S(=O)(=O)N2CCCCCC2)s1	?	45%[activator]	2	31%[activator]	1%&1%	-11	-2%
NC1=NS(=O)(=O)NC1c1ccc(F)cc1 (configuration not stated)	7%	23%	-3	-67%	3%	-2	2%
O=C(Cc1ccc(Cl)cc1)Nc1ccc(NC(=O)c2ccccc2)cc1	1%	5%	4	5%	2%	14	4%
CCOc1ccc(S(=O)(=O)NCCC(=O)OCC(=O)N2CC(=O)Nc3ccccc32)cc1	15%	-4%	-1	12%	-3%	-3	-3%
CNC(=S)N(C)c1ccccc1	40%[activator]	5%	-6	?	9%	-13	-8%
CSc1ccccc1OCc1cc(C(=O)N(C)CC2COCCO2)no1 (configuration not stated)	nt	6%	30*	-10%	4%	61*	-4%
CSc1ccc(CN2C(=O)NC3(CCCCCC3)C2=O)cc1	-18%	6%	-4	?	3%	20	9%
Cc1ccc(-c2nnc(-c3ccc4c(c3)OCO4)o2)cc1	-6%	110%[activator]	46*	0%	4%	101*	-5%
CC1CCN(C(=O)c2ccc3c(c2)NC(=O)/C(=C/c2ccccc2)S3)CC1	?	?	9	?	-1%	9	0%
C=CCN(C(=O)CSc1nc2[nH]ncc2c(=O)n1-c1ccccc1OC)c1ccccc1	-10%	24%	2	-7%	0%	-5	0%
COc1ccc(NC(=O)Nc2ccccc2SC)c(OC)c1	?	-4%	-1	0%	-11%	29	-1%
Cc1ccc(S(=O)(=O)N2CCN(C(=O)c3ccc(N4CCCC4)c([N+](=O)[O-])c3)CC2)cc1	-24%	?	-3	8.3µM*	-9%	20	0%
Cn1c(SCC(=O)NCCc2ccccc2)ncc(C(=O)Nc2ccccc2)c1=O	9%	20%	nt	24%	4%	nt	nt

# Screens from PubChem BioAssay.
